# Screening data from PubChem.
# FXIa mix inh – factor XIa (human) inhibition, mixture screen; P03951; 62,000 tested, 0.19% active; purified FXIa, fluorogenic substrate, pooled mixtures; inhibition, % at 5 µM; in the data active = inhibition above about 20%, passing the limit was not always enough;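 note: each value is inhibition by a whole ten-compound pool holding the compound; 0% = enzyme with no mixture and 100% = wells lacking enzyme; strong numbers were not always called active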
# C1s block – human complement C1s inhibition; P09871; purified C1s, fluorogenic AMC substrate, pooled mixtures; mean inhibition % of two 10-compound mixtures (active compounds read high), % at 5 µM (by protocol); 62,000 tested, 0.16% active; AID 538;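 active = inhibition above 20% in each of the two 10-compound mixture wells holding the compound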;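 note: 0% = enzyme wells lacking compound mixture and 100% = no-enzyme blank wells; some compounds called inactive have numbers as strong as hits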
# AP ELISA ortho – alternative pathway complement inhibition, orthogonal assay; 62,000 tested, 0.08% active; Human serum alternative complement pathway, LPS-coated ELISA, C3 deposition; tested in compound mixtures; inhibition, % at 5 µM;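 active = inhibition above 30% in each of the two pooled mixtures holding the compound, so the lower value exceeds 30%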;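 note: 0% = serum in Mg-EGTA without compound and 100% = EDTA serum blank; some compounds past the cut are filed as inactive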
#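 Assay system: Human serum alternative complement pathway, C3 deposition on LPS-coated wells | Incubation: 1 h serum-compound exposure at 37 °C | Doses: 5 µM per compound in ten-compound mixtures | Read-out: Percent inhibition | Technique: ELISA with HRP anti-human C3 antibody, TMB substrate, absorbance 450 nm | Replication: Two pool placements per compound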
# CatS block – human cathepsin S inhibition | recombinant cathepsin S, AMC dipeptide fluorescence, pooled mixtures | inhibition, %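 (tested at 5 µM per compound within 10-compound mixtures)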 | 62,000 tested, 0.06% active; in the data active = inhibition above about 32%, passing the limit was not always enough;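 note: 0% = enzyme without compound and 100% = blank without enzyme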
# CatB mixtures – inhibitors of human cathepsin B in compound mixtures | Purified cathepsin B, AMC dipeptide fluorescence | inhibition, %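 (ten-compound pools at 5 µM per compound and 50 µM total)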 | 62,000 tested, 0.06% active; in the data active = inhibition above about 22%, passing the limit was not always enough;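 note: 0% = enzyme without compound and 100% = no enzyme blank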
# CatL inh – inhibitors of human cathepsin L; P07711; inhibition, %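 (tested at 10 µM)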; AID 460; purified cathepsin L, fluorogenic substrate, fluorescence; 58,000 tested, 0.17% active; in the data active = inhibition above about 45%;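 note: 0% = enzyme with no compound and 100% = no enzyme blank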
# Ec RNAP inh – inhibitors of Escherichia coli RNA polymerase | E. coli RNA polymerase, fluorescence transcription assay | P0A8V2 | inhibition, %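 (tested at 10 µM)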 | 62,000 tested, 0.2% active; in the data active = inhibition above about 20%;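 note: 0% = enzyme without compound and 100% = no enzyme blank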
# Target sequence (P0A8V2 whole entry, looked up): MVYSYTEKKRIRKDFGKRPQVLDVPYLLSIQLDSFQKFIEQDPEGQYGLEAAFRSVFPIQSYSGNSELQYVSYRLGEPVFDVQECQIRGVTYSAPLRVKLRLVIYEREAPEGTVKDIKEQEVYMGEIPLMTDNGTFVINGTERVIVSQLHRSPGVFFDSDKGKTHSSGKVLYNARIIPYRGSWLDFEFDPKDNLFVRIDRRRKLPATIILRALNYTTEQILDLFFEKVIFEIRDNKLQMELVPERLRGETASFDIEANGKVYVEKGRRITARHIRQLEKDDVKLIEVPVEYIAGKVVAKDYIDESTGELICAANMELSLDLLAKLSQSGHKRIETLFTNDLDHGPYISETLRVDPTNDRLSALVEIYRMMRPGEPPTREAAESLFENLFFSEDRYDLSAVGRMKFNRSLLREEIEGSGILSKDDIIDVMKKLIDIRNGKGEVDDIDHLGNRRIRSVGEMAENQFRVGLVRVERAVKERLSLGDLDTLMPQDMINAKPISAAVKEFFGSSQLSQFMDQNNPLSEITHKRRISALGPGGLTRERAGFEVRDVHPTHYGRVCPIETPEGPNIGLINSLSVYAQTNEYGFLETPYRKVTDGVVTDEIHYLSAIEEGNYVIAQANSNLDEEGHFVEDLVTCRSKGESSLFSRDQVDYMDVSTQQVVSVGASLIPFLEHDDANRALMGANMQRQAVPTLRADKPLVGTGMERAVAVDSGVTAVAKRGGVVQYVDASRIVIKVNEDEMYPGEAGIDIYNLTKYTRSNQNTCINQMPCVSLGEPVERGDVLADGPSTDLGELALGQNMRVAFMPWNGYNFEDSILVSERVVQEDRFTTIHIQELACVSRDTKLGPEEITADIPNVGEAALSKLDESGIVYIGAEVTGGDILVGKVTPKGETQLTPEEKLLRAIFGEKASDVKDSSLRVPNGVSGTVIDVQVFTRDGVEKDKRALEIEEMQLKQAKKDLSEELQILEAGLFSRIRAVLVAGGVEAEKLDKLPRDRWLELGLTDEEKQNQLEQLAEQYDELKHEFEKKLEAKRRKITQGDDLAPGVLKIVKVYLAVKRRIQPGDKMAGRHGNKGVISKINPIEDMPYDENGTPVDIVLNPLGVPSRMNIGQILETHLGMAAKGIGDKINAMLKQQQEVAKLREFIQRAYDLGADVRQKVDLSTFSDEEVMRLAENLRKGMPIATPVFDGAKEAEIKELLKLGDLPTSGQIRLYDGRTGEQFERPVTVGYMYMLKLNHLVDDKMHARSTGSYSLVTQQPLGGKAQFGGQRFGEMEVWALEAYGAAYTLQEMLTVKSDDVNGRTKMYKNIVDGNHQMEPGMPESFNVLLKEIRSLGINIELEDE
# Cathepsin G inh – inhibitors of human cathepsin G; P08311; purified enzyme, AMC-tetrapeptide fluorescence, pooled mixtures; inhibition, % at 5 µM (by protocol); 62,000 tested, 0.2% active; AID 581;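 active = inhibition above 20% in each of the two mixture wells holding the compound; inactive = inhibition of 20% or less in either well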;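 note: 0% = enzyme control without mixture and 100% = blank lacking enzyme; strong numbers were not always called active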
# CatB block – blocks human cathepsin B protease activity; purified cathepsin B, fluorogenic substrate, fluorescence; inhibition, %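 (tested at 10 µM)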; 63,000 tested, 0.1% active; in the data active = inhibition above about 21%;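 note: 0% = enzyme with no compound and 100% = no enzyme blank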
# An asterisk follows results filed as active; nt = not tested or not shown. Only part of the results is shown; count on the stated rates, not on these rows.
# The opening two compounds (preview)
entry	CatB block	Cathepsin G inh	FXIa mix inh	C1s block	CatS block	CatL inh	AP ELISA ortho	Ec RNAP inh	CatB mixtures	Compound
1	6	6	6	10	-9	0	14	3	2	Cn1c(SCC2CCCO2)nnc1-c1ccncc1 (centres undefined)
2	-6	3	-5	-41	31	13	5	12	42	N#CCc1nc(CSc2nc3ccccc3s2)cs1

# All compounds of this part, previewed entries included:
entry	CatB block	Cathepsin G inh	FXIa mix inh	C1s block	CatS block	CatL inh	AP ELISA ortho	Ec RNAP inh	CatB mixtures	Compound
1	6	6	6	10	-9	0	14	3	2	Cn1c(SCC2CCCO2)nnc1-c1ccncc1 (centres undefined)
2	-6	3	-5	-41	31	13	5	12	42	N#CCc1nc(CSc2nc3ccccc3s2)cs1
3	0	-10	3	-22	-2	-8	4	-22	0	O=C(Oc1cccc(N2C(=O)CCC2=O)c1)C1CC(=O)N(c2ccc(F)cc2)C1 (centres undefined)
4	-4	-1	4	-34	13	nt	7	5	4	COc1ccc(O)c(-c2[nH]ncc2C(=O)c2ccccc2)c1
5	8	16	6	12	1	-2	10	10	7	CCCOc1ccc([C@@H]2C3CN(C(=O)OCC)CC=C3C(C#N)=C(N)C2(C#N)C#N)cc1OC (some centres undefined)
6	2	-15	8	14	-2	7	17	2	3	COc1ccc(CCNC(=O)c2cc(-c3cc(C)c(C)cc3O)n[nH]2)cc1OC
7	7	14	8	10	0	16	4	5	6	COc1ccccc1-n1c(=O)[nH]c2c(C(N)=O)nc(-c3cccnc3)nc21
8	8	8	-1	15	12	25	1	9	1	O=C(CCS(=O)(=O)Cc1ccccc1F)N1CCc2ccccc2C1
9	-4	0	5	0	14	26	13	6	7	CCOc1ccc2nc(NCCO)[nH]c2c1
10	0	7	10	1	2	nt	10	1	1	Cn1nc(-c2ccc(Cl)cc2)c2cc(C(=O)N3CCN(C(=O)c4ccco4)CC3)sc21
11	2	-3	4	7	4	4	5	6	26	O=C(c1ccco1)N1CCN(C2=NS(=O)(=O)c3ccccc32)CC1
12	2	-6	-8	-18	10	-42	-12	-15	1	C#CCSc1nc(-c2cccs2)ccc1C#N
13	5	-18	0	-20	1	-5	-1	-12	0	COc1ccc(NC(=O)c2ccco2)cc1NC(=O)c1cccs1
14	5	14	12	9	10	2	5	3	6	Cc1cc2cc(CCNS(C)(=O)=O)c(=O)[nH]c2cc1C
15	-2	-2	0	-22	7	nt	15	-1	-1	Cc1ccnc(SCCn2c(N(C)Cc3ccccc3)nc3c2c(=O)n(C)c(=O)n3C)n1
16	4	19	8	17	-2	10	4	2	0	CCCn1c(=N)n(CC(=O)OCC)c2ccccc21
17	1	11	11	19	-1	-10	17	5	7	COc1cc(C(=O)O)ccc1OC(C)=O
18	1	-6	3	-12	15	nt	-6	8	-1	CCn1c2ccccc2c2cc(NC(=O)COC(=O)Cc3cn4ccsc4n3)ccc21
19	3	5	3	8	-3	2	8	0	2	COc1ccc(-c2cc3ccccc3n2CC(O)Cn2nc(C)cc2C)cc1 (centres undefined)
20	-2	3	-10	-29	-3	8	10	5	-8	CCOc1ccc(N2C(=O)CC(NCc3ccc(F)cc3)C2=O)cc1 (centres undefined)
21	4	9	4	9	-2	10	13	4	2	CCN(CC)CCNC(=O)Cn1nc(-c2ccc(C)cc2)ccc1=O
22	2	6	-6	-28	-1	-6	6	7	3	O=C(OCCOc1ccccc1Cl)c1ccc(-n2cnnn2)cc1
23	-3	-2	-3	-15	-3	9	7	5	-1	O=C(NCc1ccco1)C1CCN(C(=O)c2cc3sccc3n2Cc2ccc(Cl)cc2)CC1
24	5	0	-1	-1	-4	12	7	8	-3	CCOC(=O)N/C(N)=N/c1nc2ccccc2s1
25	5	7	1	4	10	24	12	6	3	CCOC(=O)c1c(C)n(C)c2ccc(OCC(O)CNC(CC)CO)cc12 (centres undefined)
26	0	2	4	-15	17	5	9	8	-1	CCOC(=O)C(C)Sc1nnc2n1C(C)(C)Cc1ccccc1-2 (centres undefined)
27	2	3	-7	-45	-7	6	11	-2	-2	COc1ccc(NC2CC(=O)N(c3ccccc3)C2=O)cc1 (centres undefined)
28	-2	3	8	-3	-3	-1	8	-4	-2	Cc1cccc(NC2SC(=O)N(c3ccccc3)C2=O)c1 (centres undefined)
29	0	-2	7	4	-6	11	22	6	8	CCC1CCCCN1CCCNC(=O)CC1Oc2ccc(C)cc2NC1=O (centres undefined)
30	2	10	1	0	-8	-5	12	5	6	NC(=O)CCS(=O)(=O)CCN1CCCCC1
31	0	-17	-2	-39	-2	-14	14	-11	1	CCCN1CCN(CCCNC(=O)Cn2ncc3c4ccccc4n(C)c3c2=O)CC1
32	6	3	-3	-27	12	3	-15	-3	1	CCCCn1c(CN(C)Cc2ccccc2)nc2c1c(=O)n(C)c(=O)n2C
33	-9	-2	4	-11	-5	-7	13	0	4	CCOC(=O)C(NC(=O)Nc1cccc(C)n1)(OCC(F)(F)F)C(F)(F)F (centres undefined)
34	8	8	3	-12	11	nt	7	7	1	COc1ccc(OC)c(NC2c3ccccc3C(=O)N2Cc2ccc3c(c2)OCO3)c1 (centres undefined)
35	3	-6	3	-22	-9	-7	27	-8	-4	CC(C(=O)NCC1(c2ccccc2)CCCC1)N1CCCC1 (centres undefined)
36	5	-15	-17	-48	5	4	-8	5	-2	COc1ccc(CNC(=O)C(c2cccs2)N(C(=O)c2csnn2)C2CC2)cc1 (centres undefined)
37	-1	9	4	9	0	5	21	3	-1	Cn1c(CCNC(=O)c2ccco2)nc2cc(NC(=O)c3ccco3)ccc21
38	2	8	3	5	-3	-1	8	1	1	CCc1nnc(NCC(=O)N2CCc3ccccc32)s1
39	1	-2	-7	-88	-16	4	5	6	-5	CC1CCc2cccc3c2N1c1cc(C#N)c(C#N)cc1O3 (centres undefined)
40	-6	-3	4	-2	-1	13	16	-2	10	CCCCOC(=O)Nc1ccccc1C(=O)N1CCCC1
41	4	8	10	7	1	4	17	7	4	COc1cccc(CNC(=O)C2CCN(Cc3cnn(-c4ccccc4)c3-n3cccc3)CC2)c1
42	-3	-1	11	-2	-1	-2	12	-2	2	CCOC(=O)Cc1c(C)nc2cc(-c3ccc(Cl)cc3)[nH]n2c1=O
43	-2	1	10	5	5	5	13	8	6	Nc1nc(CN2CCN(c3ccccn3)CC2)nc(Nc2ccc(Cl)cc2)n1
44	7	10	-2	-6	2	nt	7	7	2	CCOc1ccc(-n2c(SC(C)C)nc3c(c2=O)SCC3)cc1
45	6	2	4	-29	19	22	-10	8	1	c1ccc(CCNc2c3c(nc4ncnn24)CCC3)cc1
46	1	-15	-16	-81	-1	0	-13	-15	-1	CS(=O)(=O)N(CC(=O)O)c1cccc(Cl)c1
47	-2	-2	-7	-14	2	21	12	8	0	Cc1ccc(C)c(Cn2c(CN(C)Cc3ccccc3)nc3c2c(=O)n(C)c(=O)n3C)c1
48	4	0	5	-5	9	16	7	7	-1	CC1=CC(=C2C(=O)c3ccccc3C2=O)C=C(C)N1Cc1ccco1

# From compound 42 to 48, copied from above:
entry	CatB block	Cathepsin G inh	FXIa mix inh	C1s block	CatS block	CatL inh	AP ELISA ortho	Ec RNAP inh	CatB mixtures	Compound
42	-3	-1	11	-2	-1	-2	12	-2	2	CCOC(=O)Cc1c(C)nc2cc(-c3ccc(Cl)cc3)[nH]n2c1=O
43	-2	1	10	5	5	5	13	8	6	Nc1nc(CN2CCN(c3ccccn3)CC2)nc(Nc2ccc(Cl)cc2)n1
44	7	10	-2	-6	2	nt	7	7	2	CCOc1ccc(-n2c(SC(C)C)nc3c(c2=O)SCC3)cc1
45	6	2	4	-29	19	22	-10	8	1	c1ccc(CCNc2c3c(nc4ncnn24)CCC3)cc1
46	1	-15	-16	-81	-1	0	-13	-15	-1	CS(=O)(=O)N(CC(=O)O)c1cccc(Cl)c1
47	-2	-2	-7	-14	2	21	12	8	0	Cc1ccc(C)c(Cn2c(CN(C)Cc3ccccc3)nc3c2c(=O)n(C)c(=O)n3C)c1
48	4	0	5	-5	9	16	7	7	-1	CC1=CC(=C2C(=O)c3ccccc3C2=O)C=C(C)N1Cc1ccco1

# (list continues)
entry	CatB block	Cathepsin G inh	FXIa mix inh	C1s block	CatS block	CatL inh	AP ELISA ortho	Ec RNAP inh	CatB mixtures	Compound
49	3	11	15	-13	8	15	7	6	5	COc1ccccc1S(=O)(=O)Cc1ccc(C(=O)NC2CCCCC2)o1
50	4	5	1	1	0	42	14	1	5	Nc1ccc(O)c(-c2nc3ccccc3s2)c1
51	5	8	1	1	1	12	15	1	-4	COc1ccccc1Nc1ncnc2c1oc1ccccc12
52	-6	-1	9	1	-1	-1	10	-9	-2	CC1Cc2ccccc2N1CC(=O)NC(=O)NCc1ccco1 (centres undefined)
53	0	10	3	2	-4	8	0	6	3	C=Cn1c(C(=O)O)cc(CC)c1-c1ccccc1
54	-4	-4	2	-33	-3	-62	5	nt	-4	O=C(Nc1ccc(-c2nc3ccccc3o2)c(O)c1)c1cc(-n2cnnc2)ccc1Cl
55	5	8	9	13	-1	15	7	12	4	CCCC(=O)c1ccc(N2CCN(C(=O)c3ccccc3Br)CC2)c(F)c1
56	2	6	-10	-5	0	-7	21	-4	2	CCOC(=O)N1CCN(C(=O)CN(c2ccc(C)c(C)c2)S(=O)(=O)c2ccccc2)CC1
57	3	1	9	5	-1	5	18	8	6	COCCN(C(=O)Cn1nnc2ccccc21)C(C(=O)NC1CCCC1)c1cccc(OC)c1OC (centres undefined)
58	-3	-1	4	-3	8	4	2	0	-2	CCN(CC)CCNC(=O)C1c2cc(OC)c(OC)cc2C(=O)N2CCc3ccccc3C12 (centres undefined)
59	1	6	5	14	8	4	-4	9	-4	COc1ccc(-c2nn(-c3ccccc3)cc2C(=O)NCCCn2ccnc2)cc1
60	-5	9	6	11	2	nt	13	3	0	Cc1cc2oc(C(=O)NCc3ccncc3)c(C)c2cc1C

# Record cards (already shown). Screens in order: CatB block, Cathepsin G inh, FXIa mix inh, C1s block, CatS block, CatL inh, AP ELISA ortho, Ec RNAP inh, CatB mixtures
# COc1ccccc1S(=O)(=O)Cc1ccc(C(=O)NC2CCCCC2)o1 is entered as 3, 11, 15, -13, 8, 15, 7, 6, 5
# CCN(CC)CCNC(=O)C1c2cc(OC)c(OC)cc2C(=O)N2CCc3ccccc3C12 (centres undefined) is entered as -3, -1, 4, -3, 8, 4, 2, 0, -2
# Cc1cc2oc(C(=O)NCc3ccncc3)c(C)c2cc1C is entered as -5, 9, 6, 11, 2, nt, 13, 3, 0
# COCCN(C(=O)Cn1nnc2ccccc21)C(C(=O)NC1CCCC1)c1cccc(OC)c1OC (centres undefined) is entered as 3, 1, 9, 5, -1, 5, 18, 8, 6
# C=Cn1c(C(=O)O)cc(CC)c1-c1ccccc1 is entered as 0, 10, 3, 2, -4, 8, 0, 6, 3
